Compound activity: PubChem, National Center for Advancing Translational Sciences (NCATS)
GLS inh: qHTS for Inhibitors of Glutaminase (GLS); Glutaminase kidney isoform, mitochondrial (Homo sapiens), O94925; GLS enzymatic activity, qHTS titration; Potency, µM (titrated, usually from 45.5 µM), for inactives: at the highest dose activity change, negative = inhibition, hits mostly inhibitors; 410,000 tested, 0.21% active
Target sequence (O94925 whole entry, looked up, canonical isoform): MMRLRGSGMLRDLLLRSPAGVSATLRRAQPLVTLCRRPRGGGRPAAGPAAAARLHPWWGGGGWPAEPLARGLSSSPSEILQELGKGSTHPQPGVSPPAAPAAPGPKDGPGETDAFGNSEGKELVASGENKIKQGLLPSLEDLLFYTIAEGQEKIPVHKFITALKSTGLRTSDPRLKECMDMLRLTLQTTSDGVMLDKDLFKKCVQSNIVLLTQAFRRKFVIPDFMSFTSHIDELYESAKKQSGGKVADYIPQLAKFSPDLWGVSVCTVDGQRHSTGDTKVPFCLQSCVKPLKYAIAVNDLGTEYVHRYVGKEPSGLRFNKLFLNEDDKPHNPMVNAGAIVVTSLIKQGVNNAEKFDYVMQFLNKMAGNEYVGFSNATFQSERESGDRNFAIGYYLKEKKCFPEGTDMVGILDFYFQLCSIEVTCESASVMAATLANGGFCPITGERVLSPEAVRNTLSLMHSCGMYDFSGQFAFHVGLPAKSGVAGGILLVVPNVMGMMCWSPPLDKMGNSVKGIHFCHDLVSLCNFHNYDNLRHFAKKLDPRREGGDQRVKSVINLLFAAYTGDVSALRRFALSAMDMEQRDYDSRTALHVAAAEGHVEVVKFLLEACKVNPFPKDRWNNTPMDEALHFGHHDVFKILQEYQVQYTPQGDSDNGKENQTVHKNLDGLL
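hKGA in 45 mM KH2PO4 (pH 8.2), 0.02% Tween-20 with compound, then 1mM L-Glutamine (stock as added) plus glutamate oxidase/HRP/Amplex red coupling mix. Fluorescence read initially and after 30 min at RT; signal change reflects glutamate formation.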
Tb PGK inh: qHTS Assay to Find Inhibitors of Phosphoglycerate Kinase; 380,000 tested, 0.043% active; PGK/GAPDH coupled, Kinase-Glo luminescence, 60 min; Potency, µM (highest dose often 57.5 µM), for the others: top-dose activity change, negative = inhibition, usual class: inhibitors; Phosphoglycerate kinase, glycosomal (Trypanosoma brucei brucei), P07378; AID 602233, 2012; also: nearly all actives have a fitted effect of over 60% in size
Target sequence (P07378 whole entry, looked up): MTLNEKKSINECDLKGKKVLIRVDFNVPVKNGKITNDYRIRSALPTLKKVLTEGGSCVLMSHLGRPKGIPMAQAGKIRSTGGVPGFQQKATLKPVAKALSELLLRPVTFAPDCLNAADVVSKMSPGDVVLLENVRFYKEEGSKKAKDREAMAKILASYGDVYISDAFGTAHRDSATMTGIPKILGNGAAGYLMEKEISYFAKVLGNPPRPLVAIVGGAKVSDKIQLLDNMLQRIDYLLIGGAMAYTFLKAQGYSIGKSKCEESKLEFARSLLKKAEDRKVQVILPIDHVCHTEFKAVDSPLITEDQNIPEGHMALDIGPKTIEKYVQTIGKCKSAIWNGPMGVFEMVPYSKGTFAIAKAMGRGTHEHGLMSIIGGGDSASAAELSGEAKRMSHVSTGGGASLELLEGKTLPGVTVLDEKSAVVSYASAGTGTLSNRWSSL
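Luminescent ATP detection (Kinase-Glo Plus) follows a 60-minute room-temperature incubation, with wells lacking PGK as controls. Buffer: 100 mM TEA (pH 7.6), 5 mM MgCl2, 0.01% Tween-20. Coupling enzyme GAPDH (100 nM final) supplies unstable 1,3-BPG in-well.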
* hit, by the source's call. Calls follow the shape of the dose curve; as a rule, active = well fitted curve in the direction sought with a large enough effect; inconclusive = small, poorly fitted or top-dose-only effect, or another doubt; inactive = no such curve, though single readings can be large; an effect the other way counts as inactive or inconclusive. % is scaled to controls: 0 for no effect and ±100 for the full control effect; potency is read from the fitted curve at half-maximal effect. An excerpt; count on the stated rates, not on these rows.

What do the screens show for `Cc1ccc(C2NC(=S)N3C(c4ccc(C)cc4)NC(=S)N23)cc1` (configuration not stated)?
GLS inh: 1%; Tb PGK inh: 6%

What do the screens show for `COCC(O)Cn1ccnc1[N+](=O)[O-]` (configuration not stated)?
GLS inh: -1%; Tb PGK inh: -8%

Results for O=C(Cc1ccccc1F)Nc1cc(S(=O)(=O)N2CCCCC2)ccc1N1CCOCC1 ?
GLS inh: -2%; Tb PGK inh: 2%

What do the screens show for `Cc1cn([C@H]2C[C@H](O)[C@@H](CNCC3=Cc4cc(O)ccc4OC3)O2)c(=O)[nH]c1=O`?
GLS inh: 7%; Tb PGK inh: -9%

What do the screens show for `C[C@H]1CN([C@@H](C)CO)C(=O)CCCn2nncc2CO[C@@H]1CN(C)Cc1ccccc1`?
GLS inh: 1%; Tb PGK inh: -4%

Results for COc1ccc(Nc2nnc(SCC(=O)NC3CCCC3)s2)cc1 ?
GLS inh: 20%; Tb PGK inh: 1%

What do the screens show for `O=S(=O)(/N=C(\c1ccc(F)cc1)N1CCOCC1)c1ccccc1`?
GLS inh: -8%; Tb PGK inh: -3%

What do the screens show for `CCc1ccc(NC(=O)C(C)OC(=O)Cn2[nH]c(=O)c3ccccc3c2=O)cc1` (configuration not stated)?
GLS inh: 14%; Tb PGK inh: -4%

What do the screens show for `N#Cc1ccc2c(=O)n(-c3ccccc3)sc2c1`?
GLS inh: inconclusive; Tb PGK inh: 1%

Results for C[C@H]1CN([C@@H](C)CO)C(=O)CCCn2nncc2CO[C@H]1CN(C)C(=O)c1ccc(N2CCN(C)CC2)cc1 ?
GLS inh: 0%; Tb PGK inh: inactive

How did O=C(c1cccc(S(=O)(=O)N2CCOCC2)c1)N1CCN(c2ncccn2)CC1 do in these assays?
GLS inh: -8%; Tb PGK inh: -1%

What do the screens show for `C#CCN(C[C@H]1[C@H](OC(=O)NCC2CCCCC2)[C@H](OC(=O)NCC2CCCCC2)C[C@@H](C(=O)OC)[C@H]1C(=O)OC)S(=O)(=O)c1ccc(C)cc1`?
GLS inh: -2%; Tb PGK inh: inactive

How did CN(Cc1c(C(=O)N/N=C/c2c(F)cccc2Cl)nnn1-c1nonc1N)C1CCCCC1 do in these assays?
GLS inh: -2%; Tb PGK inh: inactive

Results for COc1ccccc1OCc1cc(C(=O)N(C)CCC2CCOCC2)no1 ?
GLS inh: 2%; Tb PGK inh: 3%

How did CN(C(=O)COC(=O)CSc1ccccc1)c1c(N)n(Cc2ccccc2)c(=O)[nH]c1=O do in these assays?
GLS inh: -2%; Tb PGK inh: 3%

Results for C[C@H](NC(=O)c1[nH]cnc1C(=O)Nc1ccccc1F)c1ccccc1 ?
GLS inh: 1%; Tb PGK inh: -4%

How did CCCCCC(=O)N1C[C@H](O)[C@@H](n2cc(COC(=O)c3ccccc3)nn2)C[C@@H]1c1ccc(OC)cc1 do in these assays?
GLS inh: -4%; Tb PGK inh: 8%

What do the screens show for `C[C@@H]1CN([C@H](C)CO)C(=O)CCCn2nncc2CO[C@H]1CN(C)S(=O)(=O)c1ccc(Cl)cc1`?
GLS inh: -4%; Tb PGK inh: inactive

Results for Cc1ccc(CN(C)C[C@H]2OCc3cnnn3CCCC(=O)N([C@@H](C)CO)C[C@@H]2C)cc1 ?
GLS inh: -9%; Tb PGK inh: inactive

Results for CCC(C)C(NC(=O)c1ccccc1)C(=O)N1CCN(C(=O)c2ccccc2)CC1 (configuration not stated) ?
GLS inh: -4%; Tb PGK inh: inactive

Looked up by structure from above:
What do the screens show for `N#Cc1ccc2c(=O)n(-c3ccccc3)sc2c1`?
GLS inh: inconclusive; Tb PGK inh: 1%

Results for CCC(C)C(NC(=O)c1ccccc1)C(=O)N1CCN(C(=O)c2ccccc2)CC1 (configuration not stated) ?
GLS inh: -4%; Tb PGK inh: inactive

Following part
What do the screens show for `Cc1ccc(NS(=O)(=O)c2ccc(-n3cccn3)cc2)c(Cl)c1`?
GLS inh: -8%; Tb PGK inh: -8%

What do the screens show for `Nc1nc(N)c2cc(Sc3ccc(Cl)cc3)ccc2n1`?
GLS inh: -17%; Tb PGK inh: inactive

Results for Cc1cccc(-c2ccc3[nH]c4c(c3c2)CCN2C[C@@H]([C@H](C)O)[C@@H](N(C)C(=O)NC3CCCCC3)C[C@@H]42)c1 ?
GLS inh: inconclusive; Tb PGK inh: -6%

What do the screens show for `O=C(CNC(=O)c1ccc(Br)cc1)OC1CCOC1=O` (configuration not stated)?
GLS inh: -1%; Tb PGK inh: inactive

Results for O=C(CCNC(=O)C1CCN(S(=O)(=O)c2ccc(F)cc2)CC1)NCc1ccccn1 ?
GLS inh: -1%; Tb PGK inh: 6%

How did CCCN(C(=O)CSc1nnc(-c2ccncc2)n1CCC)c1c(N)n(Cc2ccccc2)c(=O)[nH]c1=O do in these assays?
GLS inh: -7%; Tb PGK inh: -5%

How did Cc1ccc(CNC(=O)CSc2nc(=O)n3ccc(C)cc3n2)cc1 do in these assays?
GLS inh: 2%; Tb PGK inh: 3%

What do the screens show for `COc1ccc2c(CN3CCN(Cc4ccccc4)CC3)cc(=O)oc2c1`?
GLS inh: 10%; Tb PGK inh: -9%

What do the screens show for `CC(C)NC(=O)Nc1ccc2c(c1)C(=O)N([C@@H](C)CO)C[C@@H](C)[C@H](CN(C)Cc1ccccc1)OCCCC[C@H](C)O2`?
GLS inh: 22%; Tb PGK inh: 4%

What do the screens show for `COc1ccc(S(=O)(=O)N2CCCC(C(=O)N3CCN(Cc4ccccc4)CC3)C2)cc1Cl` (configuration not stated)?
GLS inh: 1%; Tb PGK inh: inactive

Results for Cc1cccc(NC(=O)c2nc[nH]c2C(=O)NC[C@@H](C)O)c1 ?
GLS inh: -10%; Tb PGK inh: -6%

Results for COc1ccc([C@H]2CN(Cc3ccccc3)C(=O)[C@@H]2CC(=O)Nc2ccccc2)cc1 ?
GLS inh: 3%; Tb PGK inh: inactive

What do the screens show for `C[C@@H]1CN([C@H](C)CO)C(=O)CCCn2nncc2CO[C@H]1CN(C)Cc1ccc(Oc2ccccc2)cc1`?
GLS inh: -5%; Tb PGK inh: -3%

How did COc1ccc(-c2ccc3c(c2)O[C@@H](CN(C)C(=O)c2ccccc2F)[C@@H](C)CN([C@@H](C)CO)S3(=O)=O)cc1 do in these assays?
GLS inh: -2%; Tb PGK inh: -10%

How did C[C@H]1CN([C@@H](C)CO)C(=O)c2cc(C#Cc3ccccn3)cnc2O[C@@H]1CN(C)Cc1ccccc1 do in these assays?
GLS inh: -4%; Tb PGK inh: 0%

How did C[C@@H]1CNC(=O)c2c(C(=O)NCc3ccc(CNC(=O)OC(C)(C)C)cc3)ncn21 do in these assays?
GLS inh: 1%; Tb PGK inh: -8%

How did CN(Cc1ccccc1)C(=O)c1ncn2c1c(=O)[nH]c1cccnc12 do in these assays?
GLS inh: 0%; Tb PGK inh: -3%

How did COc1ccc(Br)c(C(=O)OCC(=O)NC2CCCCCCC2)c1 do in these assays?
GLS inh: 0%; Tb PGK inh: -10%

What do the screens show for `COC(=O)c1c(NC(=O)c2ccc(S(=O)(=O)N3CC(C)OC(C)C3)cc2)sc2c1CCN(C)C2` (configuration not stated)?
GLS inh: -3%; Tb PGK inh: -6%

Results for CCOC(=O)N1CCN(C2=C(NS(=O)(=O)c3ccc(Br)cc3)C(=O)c3ccccc3C2=O)CC1 ?
GLS inh: 17%; Tb PGK inh: -3%

Entries shown so far containing an NH in an aromatic ring, in the order listed:
What do the screens show for `Cc1cn([C@H]2C[C@H](O)[C@@H](CNCC3=Cc4cc(O)ccc4OC3)O2)c(=O)[nH]c1=O`?
GLS inh: 7%; Tb PGK inh: -9%

What do the screens show for `CCc1ccc(NC(=O)C(C)OC(=O)Cn2[nH]c(=O)c3ccccc3c2=O)cc1` (configuration not stated)?
GLS inh: 14%; Tb PGK inh: -4%

How did CN(C(=O)COC(=O)CSc1ccccc1)c1c(N)n(Cc2ccccc2)c(=O)[nH]c1=O do in these assays?
GLS inh: -2%; Tb PGK inh: 3%

Results for C[C@H](NC(=O)c1[nH]cnc1C(=O)Nc1ccccc1F)c1ccccc1 ?
GLS inh: 1%; Tb PGK inh: -4%

Results for Cc1cccc(-c2ccc3[nH]c4c(c3c2)CCN2C[C@@H]([C@H](C)O)[C@@H](N(C)C(=O)NC3CCCCC3)C[C@@H]42)c1 ?
GLS inh: inconclusive; Tb PGK inh: -6%

How did CCCN(C(=O)CSc1nnc(-c2ccncc2)n1CCC)c1c(N)n(Cc2ccccc2)c(=O)[nH]c1=O do in these assays?
GLS inh: -7%; Tb PGK inh: -5%

Results for Cc1cccc(NC(=O)c2nc[nH]c2C(=O)NC[C@@H](C)O)c1 ?
GLS inh: -10%; Tb PGK inh: -6%

How did CN(Cc1ccccc1)C(=O)c1ncn2c1c(=O)[nH]c1cccnc12 do in these assays?
GLS inh: 0%; Tb PGK inh: -3%

The list goes on.
What do the screens show for `COCCNC(=O)C[C@@H]1C[C@H]2c3cc(NC(=O)Nc4ccc(F)cc4)ccc3O[C@H]2[C@H](CO)O1`?
GLS inh: 7%; Tb PGK inh: 1%

What do the screens show for `CC1CCCN(C(=O)c2cccc(S(=O)(=O)NCc3ccccc3)c2)C1` (configuration not stated)?
GLS inh: 12%; Tb PGK inh: 11%

What do the screens show for `Cc1cccc(NC(=O)COC(=O)c2nn(-c3ccccc3C(F)(F)F)cc2O)c1C`?
GLS inh: 7%; Tb PGK inh: -9%

Results for CC1(c2ccc3c(c2)OCCCO3)NC(=O)N(CC(=O)NCCc2ccc(F)cc2)C1=O (configuration not stated) ?
GLS inh: 2%; Tb PGK inh: -6%

How did O=S1(=O)N[C@@H](c2ccccc2)COc2cc(Br)ccc21 do in these assays?
GLS inh: 0%; Tb PGK inh: -7%

Results for COc1ccc(C(CC(=O)c2ccc3c(c2)OCO3)C(=O)O)cc1OC (configuration not stated) ?
GLS inh: 14%; Tb PGK inh: -3%

Results for C[C@H](CO)N1C[C@H](C)[C@@H](CN(C)C(=O)Nc2ccc(F)cc2)OCc2cnnn2CCCC1=O ?
GLS inh: 1%; Tb PGK inh: -5%

How did CNC(=O)C[C@H]1C(=O)N(Cc2ccccc2)C[C@@H]1CSC do in these assays?
GLS inh: 0%; Tb PGK inh: 8%

Results for CC(=O)Nc1ccc(S(=O)(=O)c2ccnc3cc(Cl)ccc23)cc1 ?
GLS inh: -3%; Tb PGK inh: -8%

What do the screens show for `CCCCCC(=O)N1C[C@@H](n2cc(COC(=O)c3ccccc3)nn2)[C@H](O)C[C@@H]1c1ccccc1`?
GLS inh: 1%; Tb PGK inh: -3%

What do the screens show for `CCc1ccc(C(=O)OCC(=O)Nc2c(C)n(C)n(-c3ccccc3)c2=O)cc1`?
GLS inh: 2%; Tb PGK inh: -3%

Results for c1ccc(N=C2SCCCS2)cc1 ?
GLS inh: 6%; Tb PGK inh: -6%

How did O=C1CCN(CCCN2CCC(=O)NC2=S)C(=S)N1 do in these assays?
GLS inh: -2%; Tb PGK inh: -3%

What do the screens show for `CC1C(=O)N(Cc2cn(Cc3ccco3)nn2)CCS(=O)(=O)N1Cc1ccc(-c2cccc(CO)c2)cc1` (configuration not stated)?
GLS inh: -2%; Tb PGK inh: 8%

Results for Cc1ccc(OCC(=O)OCC(=O)NC2CCS(=O)(=O)C2)cc1C (configuration not stated) ?
GLS inh: 16%; Tb PGK inh: 5%

Results for O=[N+]([O-])c1ccc2oc(/C=C/c3ccc(O)cc3)nc2c1 ?
GLS inh: 0%; Tb PGK inh: -10%

Results for CCCc1ccc(S(=O)(=O)N2CCN(C(=O)CN3C(=O)NC(C)(C4CC4)C3=O)CC2)cc1 (configuration not stated) ?
GLS inh: 3%; Tb PGK inh: -1%

What do the screens show for `CCN(CC)C(=O)C1=C(C)N(Cc2ccc(F)cc2)C(=O)C(CC(=O)NCCCCc2ccccc2)C1` (configuration not stated)?
GLS inh: -2%; Tb PGK inh: -6%

What do the screens show for `Cc1ccc(S(=O)(=O)N(C)C[C@H]2Oc3ncc(Br)cc3C(=O)N([C@H](C)CO)C[C@@H]2C)cc1`?
GLS inh: 1%; Tb PGK inh: -8%

What do the screens show for `CN(C(=O)COC(=O)/C=C/c1ccccc1)C1CCS(=O)(=O)C1` (configuration not stated)?
GLS inh: 1%; Tb PGK inh: -1%

What do the screens show for `C[C@H]1CN([C@@H](C)CO)C(=O)CCCn2cc(nn2)CO[C@@H]1CN(C)C(=O)Nc1cccc(Oc2ccccn2)c1`?
GLS inh: 0%; Tb PGK inh: -8%

Results for C[C@@H]1CN([C@@H](C)CO)C(=O)c2cc(C#Cc3cccc(F)c3)cnc2O[C@H]1CN(C)C(=O)C1CCCCC1 ?
GLS inh: -5%; Tb PGK inh: -10%

How did CCN(CC)C(=O)C1=C(C)N(CCCOC)C(=O)C(CC(=O)NC2CCCC2)C1 (configuration not stated) do in these assays?
GLS inh: -1%; Tb PGK inh: -3%

Results for COc1ccccc1C(=O)NC(=O)COC(=O)c1cnccn1 ?
GLS inh: 13%; Tb PGK inh: 11%

Results for COc1ncnc2c1ncn2CCCN1CCN(Cc2cccc3ccccc23)CC1 ?
GLS inh: 6%; Tb PGK inh: -3%
